NPYLR7 ag – activates Aedes aegypti NPYLR7 receptor; activation, % at 10 µM; 0.15% of 270,000 active; AID 1259423; HEK293T NPYLR7/Galpha15, GCaMP6s calcium fluorescence; in the data active means activation above about 40%;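 further: 0% = vehicle and 100% = reference agonist at the receptor; some compounds past the cut are filed as inactive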
mcGAS lum – blocks mouse cGAS activity | Q8C6L5 | recombinant cGAS, Kinase-Glo ATP depletion luminescence | inhibition, % at 12.5 µM | 0.15% of 160,000 active;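 further: 0% = negative control wells and 100% = reference inhibitor with no enzyme activity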
hcGAS inh – human cGAS inhibition | Q8N884 | recombinant h-cGAS, ATP depletion, Kinase-Glo luminescence | inhibition, % at 12.5 µM | 0.081% of 290,000 active;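 further: 0% = vehicle reaction and 100% = reaction without DNA for no activity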
Target sequence (Q8N884 whole entry, looked up): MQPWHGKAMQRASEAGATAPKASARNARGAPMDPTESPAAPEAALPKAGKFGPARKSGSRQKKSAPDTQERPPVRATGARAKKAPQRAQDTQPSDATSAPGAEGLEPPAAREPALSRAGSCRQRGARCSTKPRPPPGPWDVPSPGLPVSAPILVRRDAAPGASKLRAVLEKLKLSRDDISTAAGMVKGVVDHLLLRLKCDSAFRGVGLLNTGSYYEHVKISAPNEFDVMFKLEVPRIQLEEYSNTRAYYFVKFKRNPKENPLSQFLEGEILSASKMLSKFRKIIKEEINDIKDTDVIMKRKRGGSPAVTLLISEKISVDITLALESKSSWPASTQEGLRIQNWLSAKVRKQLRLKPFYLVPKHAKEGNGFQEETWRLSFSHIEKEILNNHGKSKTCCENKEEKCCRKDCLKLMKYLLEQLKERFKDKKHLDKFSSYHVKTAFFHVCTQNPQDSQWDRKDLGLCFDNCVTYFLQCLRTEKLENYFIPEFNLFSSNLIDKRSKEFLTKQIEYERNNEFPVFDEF
The depositor's hits bear a star; · = not tested or not shown. Unless noted, no stated cut-off is given here; in the data, active means inhibition above about 40%; inactive means the rest.

The line under a structure holds: NPYLR7 ag	mcGAS lum	hcGAS inh
#1 CC(C)CCN(Cc1cccc(Cl)c1)Cc1cccn1Cc1ccc(C(F)(F)F)cc1
  3	-5	-2
#2 CCCc1nc(N2CCCN(C(=O)CCl)CC2)c2c(-c3cccc(C(F)(F)F)c3)noc2n1
  -4	7	-3
#3 NC(=O)c1cccc(CC2CCN(C(=O)CCCn3cccn3)C2)c1 (stereo unspecified)
  -7	·	-2
#4 COc1cccc(C(=O)NCCCn2ncc3ccccc32)c1C
  -12	2	4
#5 N#CCS(=O)(=O)c1ccc(Cl)cc1
  5	-7	-6
#6 CCN(CCN1CCCC1)Cc1nc[nH]c1C
  0	·	-12
#7 O=C(Nc1ccccn1)c1cccc(S(=O)(=O)N2CCCCC2)c1
  -7	-3	3
#8 CCC(NS(=O)(=O)c1ccc(Cl)cc1)C1c2cc(OC)c(OC)cc2CCN1Cc1cccc(F)c1 (stereo unspecified)
  6	-7	-3
#9 Cc1nc2c(=O)n(CC(=O)c3ccc4c(c3)OCCO4)nc(-c3ccco3)c2s1
  2	1	11
#10 Cn1c(-c2ccc(Cl)cc2)nn(CN2CCN(C(=O)c3ccccc3)CC2)c1=S
  -4	-8	-5

Record cards, as listed above. Values in the order: NPYLR7 ag, mcGAS lum, hcGAS inh
NC(=O)c1cccc(CC2CCN(C(=O)CCCn3cccn3)C2)c1 (stereo unspecified) in the list: -7, ·, -2
Cc1nc2c(=O)n(CC(=O)c3ccc4c(c3)OCCO4)nc(-c3ccco3)c2s1 in the list: 2, 1, 11
O=C(Nc1ccccn1)c1cccc(S(=O)(=O)N2CCCCC2)c1 in the list: -7, -3, 3
Cn1c(-c2ccc(Cl)cc2)nn(CN2CCN(C(=O)c3ccccc3)CC2)c1=S in the list: -4, -8, -5

(listing goes on)
The line under a structure holds: NPYLR7 ag	mcGAS lum	hcGAS inh
#11 Cn1c(=O)[nH]c(=O)c2c1ncn2CCN1CCCCC1
  -1	·	-9
#12 CC(Oc1ccccc1C#N)C(=O)N1CCc2ccccc2C1 (stereo unspecified)
  2	·	-10
#13 O=C(NCC1CCCO1)C(C1CCCC1)N1CCN(C(=O)c2cccc(F)c2)CC1 (stereo unspecified)
  -8	-6	-7
#14 Cc1ccc(F)cc1NC(=O)NCCCN(C)C
  -5	-15	-6
#15 CC(C)Oc1cccc(C(=O)C2CCCN(Cc3c[nH]c(=O)[nH]c3=O)C2)c1 (stereo unspecified)
  11	·	-5
#16 COc1ccc2nc(NC(=O)C3=COCCO3)sc2c1
  -7	·	-12
#17 CN(C)C1CCCN(C(=O)CCCc2ccc(Cl)cc2)CC1 (stereo unspecified)
  1	·	-7
#18 O=C(O)COc1ccccc1C=NN1CCN(Cc2ccccc2)CC1
  23	-5	-6
#19 CN(C)S(=O)(=O)c1cccc(C(=O)N2CCN(S(=O)(=O)c3ccccc3)CC2)c1
  1	·	-1
#20 C=CCN(Cc1nccn1Cc1cccc(OC)c1)C(=O)c1cccc(F)c1
  1	-4	8
#21 Oc1c(C(Nc2ccccn2)c2ccncc2)ccc2cccnc12 (stereo unspecified)
  -3	0	-6
#22 CCS(=O)(=O)CCOc1ccc(S(=O)(=O)NC(C)C(C)C)cc1 (stereo unspecified)
  0	·	-7
#23 O=C(NCc1coc(-c2ccccc2)n1)c1cccc2ccnn12
  6	·	-4
#24 Cc1ccc(-c2ccnc(-c3ccc(CCC(=O)O)cc3)n2)c(C)n1
  5	·	-6
#25 O=C(c1cn2ccsc2n1)N1C[C@H]2C[C@H](O)[C@H](O)C[C@H]2C1
  2	·	0
#26 CCOC(=O)[C@H]1C[C@]2(CCCCN(CCOC(C)=O)C2=O)N(C(=O)C2CC2)[C@H]1c1ccco1
  -1	-5	0
#27 Cc1noc(C)c1S(=O)(=O)N1CCOCCNC(=O)[C@@H]2CCC[C@@H]21
  ·	-3	-4
#28 Cc1cc2ncn(CN3CCN(c4ccccc4O)CC3)c2cc1C
  -4	·	-7
#29 CCN(Cc1noc(CC(C)C)n1)C(=O)c1cnc2sc(C)c(C)n2c1=O
  -3	-11	-4
#30 Cc1cccc(OCC(=O)NCCCn2nc(-c3ccco3)ccc2=O)c1
  -1	·	-4
#31 O=C(NC12CC3CC(CC(C3)C1)C2)N1CCCC1c1nc2cc(-c3cccnc3)ccc2o1 (stereo unspecified)
  ·	-5	-6
#32 O=C(NCC1CC=CCC1)Nc1ccccc1CN1CCOCC1 (stereo unspecified)
  4	-17	-4
#33 Cc1c(-c2n[nH]c(=O)n2[C@@H](C)c2ccc(Cl)cc2)cnn1C
  6	·	-6
#34 COc1cccc(-n2nc3c(=O)n(Cc4ccccc4Cl)nc(C)c3c2C)c1
  -2	·	-8
#35 CCn1cc(SCC(=O)N2CCC3(CCCO3)CC2)c2ccccc21
  6	-12	-5
#36 NC(=O)c1c(N)sc2c1CCC2
  8	-6	-14
#37 COc1ccc(CN2CCN(Cc3nc4ccc(Cl)cc4c(=O)[nH]3)CC2)cc1OC
  -8	-7	-2
#38 COc1ccc(Nc2nc(-c3ccco3)nc3cc(Cl)ccc23)cc1
  10	-4	-4
#39 CCCc1nc(-c2ccc(-c3ccc(F)cc3)cc2)no1
  5	-7	-9
#40 C/C=C(\C)C(=O)N1CCC2(CC1)CC(C(=O)OC)c1ccccc12 (stereo unspecified)
  1	·	6
#41 O=C(CN(C1CC1)S(=O)(=O)c1ccc(Cl)c([N+](=O)[O-])c1)N(Cc1ccc(F)cc1)Cc1cccs1
  -2	-4	-15
#42 COc1ccccc1C(=O)Oc1coc(CSc2nc(C)cc(C)n2)cc1=O
  -21	1	1
#43 Cc1c(F)cccc1N1C(=O)CSC1c1cccc(NC(=O)c2cccc([N+](=O)[O-])c2)c1 (stereo unspecified)
  3	-3	-3
#44 Cc1ccn2cc(C(=O)NCCN3CCN(C)CC3)nc2c1
  0	·	0
#45 Cc1ccc[n+](C2=C(c3c(C)[nH]n(-c4ccc(Cl)c(Cl)c4)c3=O)C(=O)N(C(C)C)C2=O)c1
  6	-7	1
#46 Cc1sc(CNC(=O)C(C)NC(=O)C2CCC2)nc1-c1ccc(Cl)cc1 (stereo unspecified)
  12	-17	-10
#47 CCCc1noc(CCC(=O)N(C)Cc2cc(Br)cn2C)n1
  3	·	4
#48 C=CCN(CC=C)C(=O)CSc1nnc(-c2ccccc2F)n1-c1ccccc1
  ·	-4	-6
#49 Cn1ccnc1C1CCCCN1C(=O)c1cc(COc2cccc3cccnc23)on1 (stereo unspecified)
  32	·	-6
#50 CCCS(=O)(=O)NC1CCN(C(=O)c2c[nH]c(C(=O)N3CCCC3)c2)CC1
  10	·	-4
#51 COc1ccccc1CN(Cc1cccnc1)Cc1coc2ccc(C)cc2c1=O
  -4	-12	-10
#52 COc1cc(C)c(Br)cc1S(=O)(=O)NCCCN1CCOCC1
  -4	-2	0
#53 O=C(CSc1nnc(CSc2nc3ccccc3s2)n1-c1ccccc1)NCc1ccco1
  -2	-8	-5
#54 Cc1cc(C(=O)N2CC(c3ccccn3)C2)sc1-c1ccccc1
  -4	·	3
#55 CC(C(=O)Nc1cccc2ncccc12)N(C)Cc1nc2ccccc2c(=O)[nH]1 (stereo unspecified)
  0	·	-2
#56 CC1=C(c2ccc(F)c(F)c2)N2CCS(=O)(=O)N=C2S1
  2	·	-4
#57 CCOC(=O)c1nn(-c2ccccc2C)c(=O)cc1OCC(=O)Nc1cccc(F)c1
  11	·	-6
#58 Cc1nc(C)c(C(=O)N2CCC3(CC2)CC(N2CCCC2)CCO3)s1 (stereo unspecified)
  ·	-5	-10
#59 COc1cc(OC)c(C2CC(=O)Nc3c2c(=O)nc(SC)n3C)cc1OC (stereo unspecified)
  -1	·	1
#60 CCOC(=O)C1=C(C)NC(=O)NC1c1ccc(OCc2ccccc2)c(OCC)c1 (stereo unspecified)
  -1	-6	-3

Other results
The line under a structure holds: NPYLR7 ag	mcGAS lum	hcGAS inh
#61 CC(=O)N1CCN(C(=O)Cc2cc(-c3ccc(C)cc3)on2)CC1
  8	-9	-6
#62 COc1ncccc1CNc1snc(Cl)c1C#N
  3	·	-14
#63 COC(=O)c1ccc(N2C(=O)CSC2c2ccccn2)cc1 (stereo unspecified)
  1	-6	-3
#64 Cc1cc(Oc2ccc3c(C4CC4)noc3n2)ccc1F
  4	-4	-3
#65 O=c1[nH]c(SCc2ccccn2)nc2c1cnn2-c1cccc(Cl)c1
  ·	-7	-4
#66 Cc1ccc(C)c(Cn2c(CN3CCCCC3C)nc3c2c(=O)n(C)c(=O)n3C)c1 (stereo unspecified)
  4	-7	-6
#67 O=C(NCc1ccco1)C1CCCN(S(=O)(=O)c2ccc(Cl)cc2)C1 (stereo unspecified)
  4	·	-4
#68 CS(=O)(=O)N1CCC(C2CCN(C(=O)c3cn[nH]c3)C2)CC1 (stereo unspecified)
  ·	-5	-13
#69 O=C(CSc1nc(=O)[nH]c2c1CCC2)N1CCN(c2ccccc2)CC1
  0	-9	-8
#70 CCn1cc(C(CC(=O)NCCC(c2ccccc2)c2ccccc2)c2cccc(OC)c2)c2ccccc21 (stereo unspecified)
  19	-4	-9
#71 CC(C)c1ccc(NC(=O)Nc2ccc(N3CCCC3)c(C(=O)NCC3CCCO3)c2)cc1 (stereo unspecified)
  22	-4	-8
#72 Cc1cccc(Cl)c1CNC(=O)c1ccc(-c2cc(-c3ccccc3)n[nH]2)cc1
  -5	-7	-5
#73 c1ccc(COC2CCCN(Cc3nc(CC4CC4)no3)C2)cc1 (stereo unspecified)
  -3	-3	-5
#74 Cn1c(Cl)cnc1COc1ccc(C(N)=O)cc1
  2	·	-7
#75 COc1ccc(NC(=O)CSc2cn(CCNC(=O)c3ccccc3OC)c3ccccc23)cc1
  -1	·	-3
#76 O=C(CSc1nccn1Cc1ccccc1)NCC(F)(F)F
  18	-4	-21
#77 CCc1cc(N2CCOCC2)nc(SCc2ccc(C(=O)NCc3ccncc3)cc2)n1
  -5	-8	-4
#78 CCNC(=O)Cn1c(CO)cnc1SCC(=O)Nc1cccc(C)c1
  4	-9	-5
#79 CC(C)C(C)CNC(=O)N1CCN(c2ccc(Cl)cn2)CC1 (stereo unspecified)
  2	·	-2
#80 COc1cccc(CNc2nccnc2-c2cc(C(F)(F)F)cc(C(F)(F)F)c2)c1OC
  12	-2	-4
#81 COc1ccc(NC(=O)C(C2CCCC2)N2CCN(C(=O)c3ccc(Cl)cc3Cl)CC2)cc1 (stereo unspecified)
  -2	-5	-7
#82 ONc1cc(C(F)(F)F)ccc1-n1cnc2ccccc21
  7	-12	-1
#83 CCOc1ccc(NC(=O)CSc2nnc(CNC(=O)COc3ccccc3)n2-c2ccc([N+](=O)[O-])cc2)cc1
  -10	·	-7
#84 O=C(C1CCC1)N(Cc1ccc(F)cc1F)CC1CC(c2cccc(F)c2)=NO1 (stereo unspecified)
  ·	-9	-4
#85 C/C(N)=C(/C#N)C(=O)CSc1nnc(-c2ccncc2)n1Cc1ccccc1
  -7	·	-8
#86 C1CCc2c(sc3nc(C4CC4)nc(N4CCC5(CC4)OCCO5)c23)C1
  -1	1	5
#87 COc1ccc(-c2nc3cc(C)ccn3c2NC(=O)C(C)(C)C)cc1
  -13	-8	-8
#88 COC(=O)CCn1c(=O)c2c(nc3n(-c4ccc(Cl)cc4)c(C)cn23)n(C)c1=O
  ·	-10	-9
#89 N#Cc1cc(NC(=O)c2cccc(F)c2)ccc1Cl
  6	·	-17
#90 C#CCN(Cc1nc(-c2cccc(OC)c2OC)oc1C)C1CCCCC1
  4	-11	-2
#91 O=C(CC1CSc2nccc(=O)n21)NCc1ccncc1 (stereo unspecified)
  -2	·	0
#92 Cc1ccsc1-c1nc(CN2CCN(c3cccc(C)c3C)CC2)c(C)o1
  8	-15	-3
#93 Cc1ccccc1CN(CCO)Cc1ncc[nH]1
  8	·	-3
#94 CCOc1ccc(Nc2nc(N(CCO)Cc3ccccc3)nc3c2cnn3-c2ccccc2)cc1
  1	-8	-6
#95 Cc1ccc(CN2CCN(C(=O)CCc3cccnc3)C(C)C2=O)cc1 (stereo unspecified)
  1	·	-4
#96 COc1ccc(NC(=O)CSc2nnc(C3CC(=O)N(c4ccc(C)cc4)C3)o2)cc1 (stereo unspecified)
  -3	·	4
#97 COc1cccc(OCC(=O)Oc2ccc(C(=O)c3ccc(C)cc3)cc2)c1
  21	-1	0
#98 CN(Cc1cccc2ncccc12)C(=O)c1cccc(-c2ccc(O)cc2)c1
  3	·	-3
#99 CCOC(=O)c1ccccc1NC(=O)c1cnn2c1NC(c1ccccc1)CC2C(F)(F)F (stereo unspecified)
  -6	5	-1
#100 C=CCOCC(O)CN(CCOC)Cc1ccc(F)cc1F (stereo unspecified)
  19	-9	-5

Brought forward from above: 4 compounds, then new ones.
The line under a structure holds: NPYLR7 ag	mcGAS lum	hcGAS inh
#97 COc1cccc(OCC(=O)Oc2ccc(C(=O)c3ccc(C)cc3)cc2)c1
  21	-1	0
#98 CN(Cc1cccc2ncccc12)C(=O)c1cccc(-c2ccc(O)cc2)c1
  3	·	-3
#99 CCOC(=O)c1ccccc1NC(=O)c1cnn2c1NC(c1ccccc1)CC2C(F)(F)F (stereo unspecified)
  -6	5	-1
#100 C=CCOCC(O)CN(CCOC)Cc1ccc(F)cc1F (stereo unspecified)
  19	-9	-5
#101 CCN(CC)c1nc(COC)nc2c1c(C)nn2-c1ccc(F)cc1
  ·	-1	-2
#102 O=C(Oc1ccc2ccc(=O)oc2c1)c1ccccc1Cl
  7	·	3
#103 Cc1noc(C)c1C1CCCN1Cc1cccn1-c1nccs1 (stereo unspecified)
  7	-17	-3
#104 Cc1cc(C)cc(CS(=O)CC(=O)Nc2cc(C)on2)c1 (stereo unspecified)
  4	-9	-8
#105 COc1ccc(/C=C/C(=O)NCCNc2cc(-n3ccnc3C)nc(C)n2)cc1OC
  -15	-7	0
#106 COc1ccccc1CCNC(=O)CN1C[C@H]2C[C@H](O)[C@H](O)C[C@H]2C1
  -2	·	1
#107 CC(=O)c1c(C)oc2ccc(N(C(C)=O)S(=O)(=O)c3cc(C)c(C)cc3C)cc12
  1	·	6
#108 CCO[C@H]1COC[C@@H]1NC(=O)c1ccc2c(c1)nnn2C
  -4	·	-3
#109 CCn1nc(C)cc1C(=O)N(CCCN(C)C)c1nc2c(C)c(C)ccc2s1
  4	-4	-5
